# Screening data (PubChem BioAssay)
# PLC-gamma1 inh = PLC-gamma1 (human) inhibition, primary screen. 370,000 compounds, 0.84% hits. purified PLC-gamma1, fluorogenic substrate, fluorescence. inhibition, % at 12.2 µM. P19174. AID 720700; in the data active = inhibition above about 9.5%
# DDE Tn6 FP inh = DD(E)-Tn6 binding inhibition, primary FP screen. inhibition, % at 8.3 µM. 370,000 compounds, 0.21% hits. P02675. Fibrin DD(E) TRITC-Tn6 fluorescence polarization displacement;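 active = inhibition above a per-campaign cutoff: mean of compounds within control limits plus 3 SD, cut at about 15% in these data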;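 also: 0% = median of all compound wells on the plate and 100% = blocking peptide control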
# Target sequence (P02675 whole entry, looked up): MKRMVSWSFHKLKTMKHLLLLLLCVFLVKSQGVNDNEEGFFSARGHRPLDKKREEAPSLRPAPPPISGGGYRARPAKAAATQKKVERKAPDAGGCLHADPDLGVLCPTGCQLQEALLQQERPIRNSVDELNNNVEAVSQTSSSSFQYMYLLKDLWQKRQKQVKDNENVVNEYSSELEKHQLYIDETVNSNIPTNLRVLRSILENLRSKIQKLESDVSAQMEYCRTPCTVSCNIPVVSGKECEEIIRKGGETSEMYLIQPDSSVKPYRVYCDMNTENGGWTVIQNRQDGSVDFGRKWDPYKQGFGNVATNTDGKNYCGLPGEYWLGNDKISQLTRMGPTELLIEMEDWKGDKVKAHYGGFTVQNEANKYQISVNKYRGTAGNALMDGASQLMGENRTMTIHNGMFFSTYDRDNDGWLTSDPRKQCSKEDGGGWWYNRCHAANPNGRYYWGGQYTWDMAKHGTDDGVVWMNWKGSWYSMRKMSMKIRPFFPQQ
# PLCb3 inh = inhibitors of human phospholipase C beta3 | Q01970 | Purified PLC-beta3, fluorogenic substrate, fluorescence | inhibition, % at 12.2 µM | 370,000 compounds, 0.18% hits | AID 720704; in the data active = inhibition above about 11%;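 also: 0% = median of compound wells on plate and 100% = full blocker control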
# ARFGAP1 inhibitor = rat ARFGAP1 inhibition; Q62848; Arfgap1-stimulated ARF1 GTP hydrolysis, GDP FP detection; inhibition, % at 16.5 µM; 360,000 compounds, 0.26% hits; AID 651572;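 active = inhibition above a per-plate limit, mean inhibition of low control wells plus 3 SD, cut at about 25% in these data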;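 also: 0% = DMSO wells with enzyme and 100% = wells lacking Arfgap1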
# Target sequence (Q62848 1-136 limits assumed): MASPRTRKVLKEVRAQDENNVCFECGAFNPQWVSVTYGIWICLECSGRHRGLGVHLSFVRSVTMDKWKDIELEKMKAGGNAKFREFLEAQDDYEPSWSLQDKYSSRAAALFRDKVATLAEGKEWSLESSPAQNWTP
#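 material = rat Arfgap1 catalytic domain, aa 1-136 | also added = human ARF1(Δ1-17)-GTP substrate | compound dosing = one concentration, 16.5 µM, DMSO 1.26% | times = GTP hydrolysis reaction 2 h at 25 °C | measured by = FP, GDP Alexa 633 tracer displaced from anti-GDP antibody, 620/688 nm | evaluation = percent inhibition of Arfgap1-stimulated GTP hydrolysis | replication = single well per compound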
# KLK7 zymogen act = activates the human kallikrein-7 zymogen | 370,000 compounds, 0.9% hits | activation, % at 7 µM | purified proKLK7, EDANS-DABCYL substrate fluorescence; 100% is mature enzyme control, 0% vehicle;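 active = activation above the mean of all tested compounds plus 3 SD, computed per campaign excluding outliers beyond control limits, cut at about 13% in these data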
# MBD2 DNA inh = MBD2-methylated oligo binding inhibition | inhibition, % at 4.4 µM | 370,000 compounds, 0.31% hits | Q9UBB5 | TR-FRET, MBD2 binding to methylated oligonucleotide; in the data active = inhibition above about 13%
# DDE Tn7 FP inh = inhibitors of Tn7 peptide binding to human fibrin DD(E) | FP displacement of FITC-Tn7 peptide from fibrin DD(E); 0% = median of compound wells per plate | P02675 | inhibition, % at 8.3 µM | 370,000 compounds, 0.13% hits | AID 720508;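 active = inhibition above the mean of compounds falling within the control limits plus 3 SD of them, cut at about 14% in these data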;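 also: 0% = plate median of compound wells and 100% = 10 µM Aha-Tn7 peptide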
#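 assay system = human clot-derived fibrin DD(E) complex | quantity = Fibrin-DD(E) at 2 µM final | timing = 10 min preincubation, 3 h with tracer, room temperature | signal = fluorescence polarization | measure = percent inhibition | benchmarks = high control wells with 10 µM unlabelled Aha-Tn7 peptide (full inhibition) | replicates = singlicate testing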
# UHRF1 MBD2 ctr = UHRF1 methyl-DNA binding inhibition; inhibition, % at 4.4 µM; UHRF1 binding to methylated oligo, TR-FRET; Q96T88; 370,000 compounds, 0.75% hits; in the data active = inhibition above about 21%;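 also: UHRF1 SRA domain binding a hemimethylated CpG hairpin DNA probe; 0% = median of test compound wells and 100% = reference inhibitor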
# ADAM17 inh = inhibits human ADAM17. recombinant ADAM17, EDANS/DABCYL FRET peptide cleavage. inhibition, % at 6.95 µM. 370,000 compounds, 0.83% hits. AID 720648;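 active = inhibition above the mean of compounds lying between control limits plus 3 SD, set per campaign, cut at about 8.5% in these data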;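 also: 0% = DMSO-only wells as the low control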
# ASAP1 inh = inhibitors of human ASAP1 ArfGAP activity | inhibition, % at 16.5 µM | 360,000 compounds, 0.19% hits | AID 624377 | ASAP1-stimulated ARF1 GTP hydrolysis, GDP FP detection; in the data active = inhibition above about 25%;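 also: 0% = vehicle with enzyme and substrate and 100% = no enzyme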
# Target sequence (Q9ULH1 325-724 limits assumed): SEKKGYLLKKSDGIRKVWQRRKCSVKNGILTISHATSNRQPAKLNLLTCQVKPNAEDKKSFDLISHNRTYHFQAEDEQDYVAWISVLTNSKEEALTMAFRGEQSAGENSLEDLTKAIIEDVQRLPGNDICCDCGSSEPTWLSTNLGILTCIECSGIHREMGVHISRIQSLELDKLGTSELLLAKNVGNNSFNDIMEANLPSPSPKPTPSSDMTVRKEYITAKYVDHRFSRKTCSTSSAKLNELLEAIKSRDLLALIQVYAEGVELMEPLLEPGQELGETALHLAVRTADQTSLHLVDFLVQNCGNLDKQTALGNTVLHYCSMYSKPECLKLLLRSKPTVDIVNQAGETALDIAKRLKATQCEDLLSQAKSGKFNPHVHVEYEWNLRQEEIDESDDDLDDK
# Numbers without * were called inactive; / = no result given.
canonical_smiles,PLC-gamma1 inh,DDE Tn6 FP inh,PLCb3 inh,ARFGAP1 inhibitor,KLK7 zymogen act,MBD2 DNA inh,DDE Tn7 FP inh,UHRF1 MBD2 ctr,ADAM17 inh,ASAP1 inh
CCOCCCNC(=S)N1C2CCC1CC(NC(=O)NC13CC4CC(CC(C4)C1)C3)C2 (configuration not stated),4,1,-3,-4,1.0,1,2,-1,-4,-11
Cc1[nH]c(SCC(=O)c2c(N)n(C)c(=O)n(C)c2=O)nc1Cc1ccccc1,0,-3,1,4,-0.3,0,0,0,-4,-10
Cc1csc2nc(O)c(C(=O)NCCCc3ccccc3)c(=O)n12,-4,0,-4,-8,0.5,-4,-5,-1,0,2
CCOC(=O)Cc1cc(-c2ccccc2)nc2ccc3ccccc3c12,-6,1,-8,-10,-1.0,2,6,3,-13,-12
COc1ccc(NC(=O)CSc2ccccn2)cc1,3,-2,4,1,-0.2,-7,2,2,1,-1
O=C1c2ccccc2C(=O)N1n1cccc1,0,-4,7,0,0.2,-1,-2,1,0,-2
O=C(NNC(=O)c1cc(-c2ccc(Cl)c(Cl)c2)nc2ccccc12)Nc1ccccc1,-7,4,-8,3,0.4,-4,-3,-1,-2,5
COc1ccc(N/C=C(\C#N)S(=O)(=O)c2ccc(Cl)cc2)c(OC)c1,-1,4,-5,5,-0.8,-1,0,0,3,-12
COc1ccc(-n2nnnc2SCC(=O)Nc2cccc(O)c2)cc1,2,1,2,-1,0.4,-5,-6,1,0,7
COc1ccc(Br)cc1CN1CCN(S(=O)(=O)Cc2ccccc2)CC1,3,-7,-8,-5,-0.8,-2,-2,-1,-2,-4
O=C(Nc1nc(-c2ccc3c(c2)OCO3)cs1)c1ccncc1,-4,5,-4,-13,0.2,0,-1,0,0,2
C#CCn1cc(/C=N/Nc2nc3ccccc3[nH]2)c2ccccc21,-7,-24,-8,2,-0.2,-5,9,-15,4,0
COc1ccc(C(CCc2ccc(C)o2)NC(=O)Nc2ccc(OC)cc2OC)cc1 (configuration not stated),-1,-12,-5,5,-0.3,5,3,4,-6,6
Cc1cccc(C)c1NC(=O)CN(C)C(=O)COc1cccc2c1OC(C)(C)C2,3,-4,2,-10,0.2,2,-6,-5,1,-13
O=C(O)/C=C\C(=O)Nc1ccccc1C#Cc1ccccc1,-11,-10,-20,-5,0.0,-2,-5,-4,-15,-2
O=S(=O)(Nc1cccnc1Cl)c1ccc2c(c1)OCCO2,2,3,-1,-7,0.0,0,2,0,-3,17
O=C(O)c1ccccc1C1=Nc2ccc(O)cc2Oc2cc(O)ccc21,-14,9,-22,-12,-0.2,2,35*,-1,-1,-3
COC(=O)C1=C(CSc2nc3ccccc3s2)NC(=O)NC1c1ccc(F)cc1 (configuration not stated),2,-3,1,6,0.6,3,0,-5,-1,4
CN1CCN(CC(=O)Nc2nnc(-c3cccs3)s2)CC1,-6,2,-9,7,-0.6,3,0,0,-26,5
COc1cccc(-n2c(Cc3cc(=O)[nH]c(=O)[nH]3)nnc2SCC(=O)NC2CCCCC2)c1,-1,8,-4,-10,-0.1,1,-1,2,0,1
COc1ccc(Cl)cc1NC(=O)CN1CCc2ccccc21,1,2,-1,-13,-0.1,-3,4,3,0,-6
COc1ccc(C(=O)COC(=O)CN2C(=O)C3C4C=CC(C5CC45)C3C2=O)cc1 (configuration not stated),-1,8,3,3,-0.2,-2,1,2,1,6
Cc1cc(C)c2c(CN3CCCCC3)cc(=O)oc2c1,-3,7,-7,-7,-0.1,-2,5,-2,-1,-9
CC1(C(=O)Nc2ccc3ccccc3c2)CCC(=O)N1C1CC1 (configuration not stated),-1,-1,-1,6,-0.7,-1,5,2,-4,-10
O=C(CCSc1ccccc1)NC(=O)COC(=O)C1CCCCC1,-2,5,-7,-4,-0.3,-2,9,0,1,-8
Cc1cc2cc3c(N)[nH]nc3nc2cc1C,-3,-2,-5,13,0.3,-8,-5,-10,-7,2
CCOC(=O)Cc1csc(NC(=O)c2cnc3sc(C)cn3c2=O)n1,-13,4,-26,-3,0.5,-4,0,0,-4,-2
CCN(CC)S(=O)(=O)c1cccc(C(=O)NC(C(=O)NNC(=O)c2ccccc2F)C(C)C)c1 (configuration not stated),3,-2,0,-2,0.3,2,4,1,-3,-8
COc1ccc(N/C=C2/Sc3ccccc3NC2=O)cc1,-1,0,0,1,0.0,2,4,3,-5,-2
O=C1CC(C(=O)N2CCN(c3ccc(F)cc3)CC2)CN1CCc1ccccc1 (configuration not stated),-1,-3,3,12,0.3,-1,0,-2,0,11
CC1(C)CC(=O)C=C(NCC2CCCO2)C1 (configuration not stated),1,1,-1,2,-0.1,5,1,1,-1,6
Cc1ccc(S(=O)(=O)N2CCN(C(=O)/C=C/c3ccccc3)CC2)cc1C,3,5,2,6,-0.2,-3,5,1,3,-2
Cc1ccc(CSc2ccc3nnc(-c4cccnc4)n3n2)cc1,-3,8,-4,2,-0.5,2,3,1,-3,3
Cc1cccc(C)c1N1C(=O)c2ccccc2NC(=O)C1C(=O)NCCOc1ccccc1 (configuration not stated),-1,2,0,-21,0.4,-1,4,0,-6,4
CC1CCN(c2cc(N3CCC(C)CC3)c([N+](=O)[O-])cc2/C=C(\C#N)c2nn(-c3ccccc3)c(N)c2C#N)CC1,2,-5,6,1,-0.6,0,-2,-2,-1,11
CC(=C/c1ccccc1)/C=N/NC(=O)CSc1nc(C)cc(C)n1,-3,1,-6,0,-0.1,2,3,8,1,-6
Cc1ccc(/C=N/Nc2nc(C)cc(C)n2)cc1,0,7,-8,-5,0.6,-2,2,1,0,-2
Cc1c(NC(=O)Nc2cccs2)cccc1[N+](=O)[O-],1,10,0,4,-0.1,-1,6,-1,0,-2
Cc1ccc(NC(=O)NNC(=O)C2CCN(Cc3ccc(F)cc3Cl)CC2)cc1,-1,1,-1,-9,-0.3,-2,-6,-2,-1,-1
O=c1[nH]c2ccccc2cc1CN(CC1CCCO1)S(=O)(=O)c1ccc(Cl)cc1 (configuration not stated),1,3,-6,-1,0.5,-3,-1,-2,-10,1
O=C1C2CCCCN2C(=O)N1CCN1CCN(c2ccc([N+](=O)[O-])cc2)CC1 (configuration not stated),6,-3,3,15,-0.7,2,-6,-8,2,-4
Cc1nc(NC(=O)CSC2=NCCS2)sc1C(=O)N(C)C,1,3,-6,0,0.1,-3,4,3,2,-5
Cc1cccc(C(=O)NNS(=O)(=O)c2ccccc2[N+](=O)[O-])c1,-2,9,1,0,-0.4,-3,-3,0,-3,0
COc1ccc(N=NC2=C(O)CC(C)(C)CC2=O)cc1,3,7,4,-13,0.5,-11,1,-6,7,5
c1cnc(Nc2nc(-c3ccc4ccccc4c3)cs2)nc1,-1,4,2,8,-0.1,-3,1,3,-2,-8
O=C(Nc1ccc(N=Nc2ccccc2)cc1)c1ccc(Cl)cc1Cl,0,-1,0,6,-0.4,-5,0,-1,-3,-1
CCOC(=O)c1c(-c2ccc(F)cc2)csc1NC(=O)C1CC=CCC1C(=O)O (configuration not stated),-5,9,-4,4,0.9,-6,-1,-2,-1,-9
COc1ccc(OCC(=O)Nc2ccc(NC(=O)c3cccs3)c(OC)c2)cc1,4,-8,-5,9,-0.1,-2,-1,3,0,-9

# Only PLCb3 inh, KLK7 zymogen act and ASAP1 inh, for some of the entries so far:
mol	PLCb3 inh	KLK7 zymogen act	ASAP1 inh
COc1ccc(N=NC2=C(O)CC(C)(C)CC2=O)cc1	4	0.5	5
c1cnc(Nc2nc(-c3ccc4ccccc4c3)cs2)nc1	2	-0.1	-8
O=C(Nc1ccc(N=Nc2ccccc2)cc1)c1ccc(Cl)cc1Cl	0	-0.4	-1
CCOC(=O)c1c(-c2ccc(F)cc2)csc1NC(=O)C1CC=CCC1C(=O)O (configuration not stated)	-4	0.9	-9

# (further entries)
canonical_smiles,PLC-gamma1 inh,DDE Tn6 FP inh,PLCb3 inh,ARFGAP1 inhibitor,KLK7 zymogen act,MBD2 DNA inh,DDE Tn7 FP inh,UHRF1 MBD2 ctr,ADAM17 inh,ASAP1 inh
CC(C)C(O)(C#CCN1CCCCCC1)c1ccccc1 (configuration not stated),0,-8,1,6,0.4,1,-1,12,-2,-1
O=C(COC(=O)c1c(F)cccc1F)Nc1ccc2c(c1)OCO2,1,1,-5,-12,0.6,-1,-4,2,1,-2
CC1=C(C(=O)N(C(C)C)C(C)C)CC(CC(=O)NC2CC2)C(=O)N1Cc1ccccc1 (configuration not stated),2,5,2,-7,0.4,3,-7,0,6,2
COC(=O)[C@]12C[C@H](CC(=O)NCC34CC5CC(CC(C5)C3)C4)C(=O)N(CCC3=CCCCC3)C1=C[C@H](C1CCCC1)O[C@@H]2C,0,0,0,/,0.6,1,3,3,-7,/
O=C(c1ccccc1)C(c1ccccc1)c1ccccc1,2,9,-3,-3,-0.1,4,3,3,-3,-3
COc1ccc(CN2C(=O)CC(Cc3ccc(C)cc3)C2=O)cc1OC (configuration not stated),4,-3,1,0,-0.4,0,-3,5,-1,0
CCCSc1cc(N2CCN(C)CC2)nc(-c2ccc(OC)cc2)n1,1,-3,0,13,0.5,3,-3,-1,1,2
CCCOc1ccc(C(=O)NNC(=S)NC(=O)CC)cc1,1,4,0,5,-0.6,-6,0,-4,-1,-2
CCN(CCCNC(=O)C1CCN(S(=O)(=O)c2cccc3nonc23)CC1)Cc1ccccc1,-4,-3,-1,4,0.0,-1,5,0,-3,4
C#CCOc1nc(OCC#C)nc(OCC#C)n1,2,-6,2,16,0.1,4,2,2,-7,-2
COc1ccc(NC(=O)N(C)C[C@H]2Oc3c(NC(=O)Nc4ccccc4)cccc3C(=O)N([C@H](C)CO)C[C@@H]2C)cc1,-1,-9,3,12,0.5,7,-4,0,-3,-10
Cc1ccc(O)c(C(=O)c2cnc3c(c2)CN(CCC(C)C)C(=O)N3)c1,-40,-5,-52,-5,-1.1,3,5,-3,-13,-9
CN(C(=O)c1cccc(S(=O)(=O)N2CCCC2)c1)C1CCCCC1,-2,9,0,4,0.1,-5,-5,4,-2,8
CCN(CC)S(=O)(=O)c1ccc(C(=O)NCCc2ccccn2)cc1,1,0,1,2,-0.2,0,-4,7,0,13
Cc1cccc(C(=O)OCC(=O)N2CCCCCC2)c1,-1,4,4,-7,-0.1,0,2,0,-2,7
Cc1cc(OCC(=O)NC(C)C)ccc1Cl,-2,1,-8,-10,-0.3,2,12,1,-5,-22
